Tau fluor cs: Counterscreen qHTS for Inhibitors of Tau Fibril Formation, Fluorescence Polarization; tau K18 P301L Alexa594 fluorescence, heparin fibrillization; Potency, µM (top dose mostly 57.7 µM), for inactives: at the highest dose activity change, negative = decrease; 280,000 compounds, 0.93% hits; AID 1463, 2008; further: on the % scale 0 is the no-effect control and ±100 the full control effect; nearly all actives have a fitted effect of over 55% in size
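Human K18 P301L tau (15 uM unlabeled plus 0.24 uM Alexa 594-labeled, final) in 100 mM sodium acetate pH 7 was mixed with compound and 20 uM heparin and incubated 6 hr at 37 C.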
GAA spleen mod: qHTS Assay for Inhibitors and Activators of Human alpha-Glucosidase From Spleen Homogenate | Potency, µM (series often up to 79.9 µM), inactives show at the highest dose activity change, negative = inhibition, most hits filed as inhibitors | Lysosomal alpha-glucosidase (Homo sapiens), P10253 | 240,000 compounds, 0.006% hits | human spleen homogenate, 4-MU-alpha-glucoside fluorescence | AID 2112, 2009;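 further: 0% = enzyme with vehicle and -100% = no enzyme basal signal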
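Human spleen homogenate (1 ug) with 4-methylumbelliferyl-alpha-D-glucopyranoside (1 mM final) in 50 mM citrate/phosphate pH 5.0, 0.01% Tween-20; 40 min at 37 C. Stopped at pH 10; 4-MU fluorescence Ex 365/Em 440 nm; AC50 by Hill fit.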
aGal spleen mod: qHTS Assay for Inhibitors and Activators of Human alpha-Galactosidase From Spleen Homogenate; 240,000 compounds, 0.008% hits; AID 2107, 2009; Potency, µM (titrated, usually from 80 µM), for the others: at the top dose activity change, negative = inhibition, actives largely listed as inhibitors; human spleen homogenate, 4MU-alpha-Gal fluorescence, 40 min;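 further: 0% = enzyme with vehicle and -100% = no enzyme basal signal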
Target sequence (P06280 32-429 limits assumed): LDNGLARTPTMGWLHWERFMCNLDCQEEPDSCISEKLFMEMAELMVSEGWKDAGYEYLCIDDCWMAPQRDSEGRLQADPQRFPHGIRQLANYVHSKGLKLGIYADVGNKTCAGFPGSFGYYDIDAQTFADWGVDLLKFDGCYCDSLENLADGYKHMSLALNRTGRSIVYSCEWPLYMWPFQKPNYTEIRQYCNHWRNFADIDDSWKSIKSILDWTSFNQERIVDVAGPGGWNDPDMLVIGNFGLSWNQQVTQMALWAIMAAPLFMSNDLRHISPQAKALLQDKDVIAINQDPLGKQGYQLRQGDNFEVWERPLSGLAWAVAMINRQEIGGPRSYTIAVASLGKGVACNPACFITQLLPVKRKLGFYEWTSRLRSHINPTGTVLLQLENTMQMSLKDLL
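Inhibition or activation of alpha-galactosidase in human spleen homogenate is scored by 4-MU fluorescence after 40 min at 37C, pH 5.0, with 1 mM substrate. AC50s come from concentration-response fitted to the Hill equation.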
GAA glycogen: qHTS Assay for Inhibitors and Activators of Human alpha-Glucosidase Cleavage of Glycogen; Lysosomal alpha-glucosidase (Homo sapiens), P10253; recombinant GAA, glycogen substrate, Amplex Red glucose oxidase fluorescence; Potency, µM (highest dose often 76.4 µM), without a hit: at the highest dose activity change, negative = inhibition, actives largely listed as inhibitors; 300,000 compounds, 0.38% hits;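 further: 0% = full enzyme reaction and -100% = no-enzyme basal signal; the screen sought inhibitors and activators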
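qHTS, 1536-well; enzyme 4 nM final; cpd up to 77 uM; substrate bovine liver glycogen 30 ug; 50 mM citrate/phosphate pH 5.0, 0.01% Tween-20; 37 C, 40 min; Amplex Red detection 45 min RT; Hill fit → AC50.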
GAA inhib: qHTS Assay for Inhibitors of Human alpha-Glucosidase as a Potential Chaperone Treatment of Pompe Disease; 200,000 compounds, 0.005% hits; AID 1466, 2008; Lysosomal alpha-glucosidase (Homo sapiens), P10253; Potency, µM (doses to about 76.9 µM), for inactives: at the highest dose activity change, negative = inhibition, usual class: inhibitors; purified human GAA, 4-MU-alpha-glucoside fluorescence;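 further: plate controls were uninhibited enzyme wells for no effect and no-enzyme background for full effect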
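Endpoint fluorogenic read: 20 min room-temperature reaction of 4 nM human alpha-glucosidase with 400 uM 4-methylumbelliferyl-alpha-D-pyranoside, pH 5.0, quenched with 1M NaOH/1M glycine pH 10. AC50 from Hill modeling.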
Tau FP inhib: qHTS for Inhibitors of Tau Fibril Formation, Fluorescence Polarization. Microtubule-associated protein tau (Homo sapiens), P10636. K18 P301L tau heparin fibrillization, Alexa594 FP, 6 h. Potency, µM (titrated, usually from 57.7 µM), for the others: top-dose activity, negative = inhibition, actives largely listed as inhibitors. 280,000 compounds, 0.39% hits. AID 1468, 2008; further: on the % scale 0 is the no-effect control and ±100 the full control effect; nearly all actives have a fitted effect of over 55% in size
Target sequence (P10636 561-689 P618L limits assumed): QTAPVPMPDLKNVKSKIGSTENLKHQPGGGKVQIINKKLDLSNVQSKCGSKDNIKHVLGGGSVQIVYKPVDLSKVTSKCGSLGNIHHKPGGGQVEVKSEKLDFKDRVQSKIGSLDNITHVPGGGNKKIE
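Human tau K18 […] P301L fragment, 15 uM unlabeled plus 0.24 uM Alexa 594-labeled tau (final), with compound and 20 uM heparin in 100 mM sodium acetate pH 7; 6 hr at 37 C, then Alexa 594 FP read.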
Tau fibril ThT: qHTS for Inhibitors of Tau Fibril Formation, Thioflavin T Binding; recombinant tau K18 P301L, heparin-induced fibrillization, ThT fluorescence; Potency, µM (titrated, usually from 57.4 µM), for inactives: at the highest dose activity, negative = inhibition, most hits filed as inhibitors; 270,000 compounds, 2.1% hits; further: on the % scale 0 is the no-effect control and ±100 the full control effect; nearly all actives have a fitted effect of over 55% in size
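ThT emission at 510 nm, taken 1 hr after adding 30 uM dye, quantifies aggregates formed when 20 uM heparin acts on human tau K18 P301L for 6 hr at 37 C.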
HTT ATP protect: qHTS Multiplex Assay to Identify Dual Action Probes in a Cell Model of Huntington: Cytoprotection (ATP). AID 1471, 2008. PC12 HTT-Q103 induced, cytoprotection, ATP luminescence, 40 h. 230,000 compounds, 0.14% hits. Potency, µM (top dose mostly 56.4 µM), without a hit: cytoprotection (ATP increase), most hits filed as activators;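 further: % of control where 0% means no effect; nearly all actives have a fitted effect of over 45% in size; toxic huntingtin expression switched on by the ecdysone agonist tebufenozide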
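Quantitative HTS on tebufenozide-induced (100 nM) PC12 cells expressing HTTQ103 exon 1–GFP; compounds tested as a concentration series; survival measured via cellular ATP.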
* = called active by the depositor; ? = inconclusive; / = no result given; [ ] = dose if it differs, or a comment. The call rests on the fitted dose curve; in most records, active means well fitted curve in the direction sought with a large enough effect; inconclusive means small, poorly fitted or top-dose-only effect, or another doubt; inactive means no such curve, though single readings can be large; an effect the other way counts as inactive or inconclusive. Potency means the concentration at half of the fitted maximal effect.

Every second line gives: Tau fluor cs, GAA spleen mod, aGal spleen mod, GAA glycogen, GAA inhib, Tau FP inhib, Tau fibril ThT, HTT ATP protect
1) COc1ccc(N2C(=O)C3ON(C4SC(=S)N(C)C4(C)C)C(c4ccc(Cl)cc4)C3C2=O)cc1 (stereo not drawn)
  -9%, 2%, -4%, 8%, 0%, -12%, -1%, 34%[10 µM]
2) O=C(c1ccc2c(=O)n3c(nc2c1)CCCCC3)N1CCc2ccccc21
  -11%, -1%, 3%, -3%, /, 1%, /, -8%[10 µM]
3) COc1cc(Cl)c(C)cc1NC(=O)CCCN1C(=O)C(c2ccccc2)Oc2cccnc21 (stereo not drawn)
  -22%, /, /, -2%[76.3 µM], /, 7%, -10%, /
4) Cc1ccc(-n2c(SCC(=O)Nc3cc(C)on3)nc3c([nH]c4ccccc43)c2=O)cc1
  -12%, 4%, 8%, 4%, 2%, -10%, -11%, -15%[10 µM]
5) CCc1ccc(OCCCC(=O)NCc2ccccc2)cc1
  -8%, 3%, 3%, -14%, -5%, 9%, -11%, -31%[10 µM]
6) Cc1ccc(N=C2NC(=O)/C(=C/C=C/c3ccco3)S2)cc1C
  ?, 9%, 11%, 3%, -7%, ?, 4.5µM*, 21%[10 µM]
7) COc1ccccc1CN1C[C@@H]2C[C@@H](c3[nH]c4c(C)cccc4c3C)N3CCC[C@@]23C1=O
  -7%, -1%, 2%, 5%, ?, 3%, ?, -44%[inhibitor]
8) CCOc1ccc(N2CC(c3nc4ccccc4n3Cc3cccc(C)c3)CC2=O)cc1 (stereo not drawn)
  -22%, /, /, 3%[76.3 µM], /, 1%, ?, /
9) Cn1nc(-c2ccc(C(=O)N3CCN(Cc4ccccc4)CC3)cc2)c2ccccc2c1=O
  -10%, -2%, -16%, -6%, -1%, -7%, -15%, 9%
10) Cc1ccc2sc(N(CCCN(C)C)C(=O)CN3C(=O)c4ccccc4C3=O)nc2c1C
  -14%, 2%, 4%, 4%, -8%, -7%, ?, -8%
11) COc1cccc2c1OCC(CN1CCN(CCC(C)C)C(CCO)C1)=C2 (stereo not drawn)
  -7%, -1%, -10%, 4%, 13%, 3%, -8%, -1%[10 µM]
12) CC1Cc2nc(SCC(=O)Nc3nc4ccccc4s3)n(C)c(=O)c2S1 (stereo not drawn)
  -22%, 4%, 1%, 0%, 0%, -1%, ?, 21%[10 µM]
13) CC(=O)NC(CCS(C)(=O)=O)C(=O)Nc1cccc2ccccc12 (stereo not drawn)
  -2%, 0%, 7%, 5%, -8%, -5%, -5%, 0%[10 µM]
14) Cc1cc(Nc2cccc(C(=O)O)c2)n2nc(C)nc2n1
  -9%, /, /, -2%[76.3 µM], /, -1%, -9%, /
15) Cc1cc(C)c2c(N)c(C(=O)N3CCN(c4ncccn4)CC3)sc2n1
  2%, 5%, 5%, 5%, 4%, 5%, -3%, 11%[10 µM]
16) O=C(O)CCCC(=O)N(Cc1ccccc1)Cc1ccccc1
  1%, 1%, -7%, 7%, -1%, -1%, -8%, -5%[10 µM]
17) CCC(=O)N1c2ccc(S(=O)(=O)CCC(=O)N3CCN(c4cc(C)ccc4C)CC3)cc2CC1C (stereo not drawn)
  -17%, /, /, -8%[76.3 µM], /, -7%, ?, /
18) O=C(O)CC(NNC(=O)c1ccccc1)C(=O)Nc1cccc([N+](=O)[O-])c1 (stereo not drawn)
  6%, -2%, -1%, 2%, /, 0%, /, 40%[10 µM]
19) O=C(COC(=O)C1CC1)Nc1ccc(N=Nc2ccccc2)cc1
  -21%, 5%, 3%, 0%, -1%, -6%, ?, /
20) Cc1nnc(-c2ccco2)c2cn(-c3cccc(Br)c3)nc12
  -5%, 10%, 5%, 6%, -3%, 8%, ?, -9%[10 µM]
21) Fc1ccc(-n2c(-c3ccc4ccccc4n3)n[nH]c2=S)cc1Cl
  -20%, -2%, -9%, -11%, -5%, 5%, -17%, /
22) COC(=O)c1ccc(C2/C(=C(/O)c3ccc(OC)cc3)C(=O)C(=O)N2c2cc(C)on2)cc1 (stereo not drawn)
  -10%, 5%, 15%, -13%, 0%, 1%, -3%, -30%
23) CCOc1ccccc1-n1c(SCC(=O)NC(C)CC)nnc1-c1ccoc1C (stereo not drawn)
  2%, -3%, -4%, 3%, -1%, 0%, 6%, 2%[1.9 µM]
24) C/C(=N/NC(=O)CNS(=O)(=O)c1ccc(C)cc1)c1cccc([N+](=O)[O-])c1
  -5%, -6%, 7%, -5%, -2%, 0%, 5%, /
25) COc1ccc(C2(N3CCN(c4cc(C)ccc4C)CC3)C(=O)c3ccccc3C2=O)cc1
  -10%, /, /, 8%[76.3 µM], /, -9%, 1%, /
26) COc1c(C)cc(C(=O)C2CCCN(C(=O)c3cccc(F)c3)C2)cc1C (stereo not drawn)
  0%, 1%, 2%, -12%, 9%, 2%, -9%, -16%
27) O=C(O)CSc1nc2ccccc2nc1N1CCCCC1
  -2%, /, /, -9%[76.3 µM], /, 4%, -6%, /
28) Cc1ccccc1OCC(=O)NNC(=O)CCN1C(=O)c2ccccc2C1=O
  3%, 4%, 1%, 13%, 4%, 5%, 5%, -34%[inhibitor]
29) COc1ccccc1NC(=O)CSc1nc2n[nH]c(C)c2c(=N)n1-c1ccccc1Cl
  ?, -2%, 0%, -3%, ?, -10%, -13%, 9%[10 µM]
30) CCOc1ccc(NC(=O)Cn2c(=O)n(Cc3ccccc3)c(=O)c3c4c(sc32)CN(C(C)=O)CC4)cc1
  ?, /, /, 1%[76.3 µM], /, ?, 3%, /
31) CN(C)c1ccc(C2NCCS2)cc1 (stereo not drawn)
  -15%, -5%, 0%, 9%, -4%, ?, 28µM*, 6%
32) O=C(NC1CCS(=O)(=O)C1)Oc1ccccc1 (stereo not drawn)
  -6%, -11%, 9%, 10%, -14%, -1%, -11%, 10%
33) O=C1CC(c2ccccc2)C(C(=O)Nc2ccccc2F)N1 (stereo not drawn)
  1%, 1%, 3%, 5%, 1%, -5%, -3%, -3%
34) O=S(=O)(c1ccc(C2CCCCC2)cc1)N1CCN(c2cc(Cl)ccc2Cl)CC1
  -4%, /, /, -7%[76.3 µM], /, 1%, -8%, /
35) COc1ccc(C(=O)Nc2cc(OC)ccc2OC)cc1
  -17%, -2%, 4%, 4%, ?, -3%, -16%, -17%
36) Cc1cc(C(=O)Nc2ccc(N3CCOCC3)c(Cl)c2)c(C)o1
  ?, 2%, 5%, 2%, -5%, 7%, ?, -6%[10 µM]
37) CC(=O)N/C(=C\c1ccc(Cl)cc1)C(=O)O
  1%, 13%, 1%, -4%, -5%, 1%, -1%, -6%[10 µM]
38) Cc1ccc(Cl)cc1N1CCN(Cc2nc3c(c(=O)[nH]c(=O)n3C)n2Cc2ccccc2F)CC1
  -8%, 0%, 7%, 1%, ?, 3%, ?, 14%[10 µM]
39) O=C(Nc1ccc2c(c1)OCCO2)C1CCCN(S(=O)(=O)Cc2ccccc2)C1 (stereo not drawn)
  -15%, -1%, 4%, 2%, -7%, 6%, -7%, -15%
40) COc1cc(Cl)c(C)cc1NC(=O)CSc1nnc(CCC(=O)O)c(=O)[nH]1
  0%, 2%, -1%, 11%, 1%, -4%, 3%, /
41) COc1ccc(C2C(C(=O)NCc3ccco3)c3ccccc3C(=O)N2C)cc1 (stereo not drawn)
  -8%, 3%, 1%, 0%, -8%, -5%, -9%, -18%
42) O=C(NCC1CCCCC1)c1nnc(C(=O)NCC2CCCCC2)c2c1[nH]c1ccccc12
  -8%, 2%, -10%, /, /, -5%, -1%, -19%
43) Cc1ccc(/C=N/N(C)C2=NS(=O)(=O)c3ccccc32)o1
  -2%, 6%, -2%, 13%, 0%, -4%, -9%, -4%[10 µM]
44) COc1ccccc1N1C(=O)C2CC(C)=C(C)CC2C1=O (stereo not drawn)
  -7%, -16%, -10%, 2%, -11%[15.4 µM], 1%, -7%, -10%[10 µM]
45) O=C(CCSc1nnc2scc(-c3ccccc3)n12)Nc1nc(-c2ccccc2)ns1
  ?, -3%, -2%, 2%, 0%, ?, -11%, -11%
46) CC(=O)c1cc2c(cc1NC(=O)CN1CCCCCC1)OCO2
  -3%, -8%, -4%, 3%, -7%, 2%, -5%, -2%
47) C#CCOCCOCCOCCNc1nc(N2CCOCC2)nc(N2CCN(C(=O)[C@H](C)n3cc(CCCN=C(N)N)nn3)CC2)n1
  -5%, -2%, 8%, 7%, 7%, 7%, -9%, /
48) COc1ccc(C2CC(c3ccc(Cl)cc3Cl)Nc3nc(N)nn32)cc1 (stereo not drawn)
  -10%, 0%, 7%, 2%, -7%, 1%, -15%, 26%[10 µM]

Retrieved by compound from the list above (4):
Every second line gives: Tau fluor cs, GAA spleen mod, aGal spleen mod, GAA glycogen, GAA inhib, Tau FP inhib, Tau fibril ThT, HTT ATP protect
31) CN(C)c1ccc(C2NCCS2)cc1 (stereo not drawn)
  -15%, -5%, 0%, 9%, -4%, ?, 28µM*, 6%
25) COc1ccc(C2(N3CCN(c4cc(C)ccc4C)CC3)C(=O)c3ccccc3C2=O)cc1
  -10%, /, /, 8%[76.3 µM], /, -9%, 1%, /
36) Cc1cc(C(=O)Nc2ccc(N3CCOCC3)c(Cl)c2)c(C)o1
  ?, 2%, 5%, 2%, -5%, 7%, ?, -6%[10 µM]
19) O=C(COC(=O)C1CC1)Nc1ccc(N=Nc2ccccc2)cc1
  -21%, 5%, 3%, 0%, -1%, -6%, ?, /

Screening data: PubChem, National Center for Advancing Translational Sciences (NCATS)
